SR-BI DiI inh: inhibitors of mouse SR-BI mediated HDL lipid uptake. inhibition, % at 12.5 µM. ldlA[mSR-BI] CHO cells, DiI-HDL uptake fluorescence, 3 h. 320,000 compounds, 0.96% hits. Q61009. AID 488896;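 active = mean replicate inhibition of at least 70% and a set share of replicates each scoring 70 or more; inconclusive = meets just one of the two criteria; inactive = fails both criteria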;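 note: 0% = median of neutral control wells and 100% = median of positive control wells; values of inactives mirror those of a sister screen read the other way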
NSD2 inh: blocks human histone methyltransferase NSD2. O96028. NSD2 peptide methylation, AlphaScreen, 120 min. inhibition, % at 12.5 µM. 310,000 compounds, 0.54% hits; in the data active = inhibition above about 50%
Target sequence (O96028 whole entry, looked up): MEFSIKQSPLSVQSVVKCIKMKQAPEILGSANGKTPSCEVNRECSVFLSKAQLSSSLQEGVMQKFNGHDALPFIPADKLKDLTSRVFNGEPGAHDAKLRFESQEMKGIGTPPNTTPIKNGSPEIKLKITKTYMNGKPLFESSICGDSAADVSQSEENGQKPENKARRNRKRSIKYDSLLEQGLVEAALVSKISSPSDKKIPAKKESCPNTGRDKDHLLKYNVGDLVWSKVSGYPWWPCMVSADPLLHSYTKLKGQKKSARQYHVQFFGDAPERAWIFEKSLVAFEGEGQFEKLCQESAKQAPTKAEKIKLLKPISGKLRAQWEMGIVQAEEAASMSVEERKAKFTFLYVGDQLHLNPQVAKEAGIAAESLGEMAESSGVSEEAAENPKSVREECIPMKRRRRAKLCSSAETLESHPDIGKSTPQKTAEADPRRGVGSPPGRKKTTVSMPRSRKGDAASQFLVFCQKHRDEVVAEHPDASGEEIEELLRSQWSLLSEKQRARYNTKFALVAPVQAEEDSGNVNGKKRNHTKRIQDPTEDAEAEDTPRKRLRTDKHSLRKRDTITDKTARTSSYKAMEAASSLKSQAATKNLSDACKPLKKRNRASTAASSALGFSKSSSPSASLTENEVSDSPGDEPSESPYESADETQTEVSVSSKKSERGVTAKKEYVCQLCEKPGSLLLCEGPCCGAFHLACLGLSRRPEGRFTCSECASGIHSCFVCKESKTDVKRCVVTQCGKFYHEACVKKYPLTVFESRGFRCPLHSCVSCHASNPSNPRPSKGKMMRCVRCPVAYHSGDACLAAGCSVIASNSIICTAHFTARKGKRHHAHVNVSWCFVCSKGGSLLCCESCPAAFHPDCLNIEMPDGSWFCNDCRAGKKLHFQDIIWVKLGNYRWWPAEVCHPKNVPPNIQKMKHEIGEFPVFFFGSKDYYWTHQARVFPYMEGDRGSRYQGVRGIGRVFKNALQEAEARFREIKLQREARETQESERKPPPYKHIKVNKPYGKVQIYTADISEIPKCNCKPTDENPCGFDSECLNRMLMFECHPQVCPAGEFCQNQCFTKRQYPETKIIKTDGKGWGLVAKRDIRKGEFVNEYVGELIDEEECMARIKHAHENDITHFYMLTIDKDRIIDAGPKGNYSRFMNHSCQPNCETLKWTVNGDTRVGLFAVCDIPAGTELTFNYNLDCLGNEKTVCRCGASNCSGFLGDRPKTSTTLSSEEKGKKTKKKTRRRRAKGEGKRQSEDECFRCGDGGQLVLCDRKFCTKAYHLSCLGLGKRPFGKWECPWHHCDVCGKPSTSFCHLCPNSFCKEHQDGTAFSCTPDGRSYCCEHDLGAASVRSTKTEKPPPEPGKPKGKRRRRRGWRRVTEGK
Rtt109 HAT inh: blocks Candida albicans Rtt109/Vps75 acetyltransferase activity; inhibition, % at 34.9 µM; purified Rtt109/Vps75, ThioGlo CoA-SH fluorescence, 4 h; 330,000 compounds, 0.16% hits;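 active = inhibition of at least 50% in every replicate; inconclusive = best replicate reaches 50% inhibition but some replicates fall short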
PfHsp90 yeast 2: reduces growth (ATP signal) of yeast expressing P. falciparum Hsp90; 310,000 compounds, 0.32% hits; S. cerevisiae expressing PfHsp90, BacTiter-Glo ATP, 48 h; yeast lacking PDR1 and PDR3 efflux regulators; inhibition, % at 9.4 µM;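 active = every replicate shows inhibition above about 80%, whatever the replicate mean, limit read from the data; inconclusive = mean inhibition reaches the set limit but some replicate falls short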;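 note: 0% = DMSO neutral controls and 100% = 20 µM radicicol positive controls; yeast relying on Plasmodium falciparum Hsp90 in place of its own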
CAL PDZ FP-1: inhibitors of human CAL PDZ peptide binding; purified CAL PDZ, TMR-peptide fluorescence polarization, 1 h; 300,000 compounds, 0.92% hits; inhibition, % at 24.9 µM; AID 602252; Q9HD26;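 active = mean inhibition of at least 30% with at least half of replicates also reaching 30%; inconclusive = no clear call, values can overlap the other calls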;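 note: 0% = DMSO neutral control and 100% = excess unlabeled competitor peptide PRC23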
dFosB activator: enhances mouse delta FosB homodimer DNA binding; P13346; purified delta FosB, TAMRA-CDK5 oligo fluorescence polarization; percent of positive-control signal above neutral wells; activation, % at 25 µM; 340,000 compounds, 0.99% hits; AID 493131;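 active = mean activation above about 17%, with every replicate also reaching it, limit read from the data, passing the limit was not always enough; inconclusive = only one of the two conditions met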;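 note: fluorescence polarization rise as delta FosB binds a TAMRA Cdk5 AP-1 oligo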
PvdQ acylase: P. aeruginosa PvdQ acylase inhibition | AID 488965 | purified PvdQ acylase, fluorescence plate reader | 340,000 compounds, 0.063% hits | inhibition, % at 10 µM; in the data active = inhibition above about 30%, passing the limit was not always enough; inconclusive = no clear call, values can overlap the other calls;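 note: 0% = vehicle neutral wells and 100% = reference inhibitor wells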
CAL PDZ FP-2: human CAL PDZ-peptide interaction inhibition | AID 504414 | purified CAL PDZ, TMR-peptide fluorescence polarization, 1 h | inhibition, % at 20 µM | Q9HD26 | 330,000 compounds, 0.02% hits;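 active = highest replicate inhibition of at least 40%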;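 note: plate controls were DMSO neutral control wells for no effect and unlabeled competitor peptide control wells for full effect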
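Assay system – tagged CAL PDZ protein CerCALP, purified · Timing – 1 h at RT · Compound – single point, 20 µM · Measured by – fluorescence polarization from S- and P-plane intensities, G-factor corrected · Evaluation – inhibition from polarization loss · Probe or stimulus – TMR reporter peptide T*-PRC34 · Buffer or medium – pH 7.4 phosphate-saline buffer, reducing agent, detergent, IgG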
SR-BI uptake up: enhances SR-BI lipid uptake from DiI-HDL; CHO ldlA[mSR-BI] cells, DiI-HDL uptake fluorescence, 3 h; 100 = double the neutral-control signal; activation, % at 12.5 µM; 320,000 compounds, 0.096% hits; AID 504775;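 active = mean replicate activation of at least 60% and every replicate at or above 60%; inconclusive = mean or all-replicate condition met, but not both; inactive = mean below 60% and not all replicates reaching 60%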;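 note: 0% = median plate neutral-control signal and 100% = twice that signal; values of inactives mirror those of a sister screen read the other way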
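Test system: SR-BI-overexpressing, LDLR-lacking CHO cells. Measured by: DiI fluorescence, bottom read. Medium: Ham's F12 with 0.5% BSA, HEPES 25 mM, pH 7.4. Timing: 3 h uptake period with compound, 37 °C.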
MITF act: increases MITF-driven TRPM1 promoter luciferase signal. SK-MEL-5 TRPM1-promoter luciferase, 24 h; % of positive control, neutral wells = 0. activation, % at 12.5 µM. 300,000 compounds, 0.75% hits;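 active = mean activation of at least 80% with every replicate also reaching 80%; inconclusive = mean reaches 80% but some replicate falls short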;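 note: 0% = neutral control wells and 100% = parthenolide positive control wells; values of inactives mirror those of a sister screen read the other way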
An asterisk follows results filed as active; ? = inconclusive; nt = not tested or not shown.

Molecule,SR-BI DiI inh,NSD2 inh,Rtt109 HAT inh,PfHsp90 yeast 2,CAL PDZ FP-1,dFosB activator,PvdQ acylase,CAL PDZ FP-2,SR-BI uptake up,MITF act
O=C(NCC1CCCO1)c1c(O)nc2sccn2c1=O (stereo unspecified),-14,-1,3,nt,-4,4,7,-1.9,14,-1
O=C(c1cscn1)N1CCCC(N2CCN(c3ccc(F)cc3)CC2)C1 (stereo unspecified),-22,-3,-6,0,-1,0,-8,0.5,22,-5
Cc1ccc(OCCC(=O)OCC(=O)Nc2ccc3[nH]c(=O)[nH]c3c2)cc1,-5,2,-4,nt,-4,8,-14,0.7,5,10
O=C(c1ccc(Cl)c([N+](=O)[O-])c1)N(Cc1cccc(Cl)c1)C1CCS(=O)(=O)C1 (stereo unspecified),-23,-1,2,6,-5,-6,-8,0.1,23,-3
Cc1ccc(S(=O)(=O)N(C)c2ccc(C(=O)NCc3ccccc3F)cc2)cc1,-1,-1,-5,15,1,-9,-14,-1.9,1,-8
CCc1nnnn1-c1ccc([N+](=O)[O-])cc1C,-17,2,-4,16,-6,4,-9,-0.6,17,3
COc1ccc(OCCOC(=O)CN2C(=O)NC3(CCCC3)C2=O)cc1,-10,nt,0,-11,-3,7,-3,-1.0,10,0
CNc1ccccc(-c2ccc3cc4c(cc3n2)OCO4)c1=O,-43,5,3,19,-5,1,1,-0.9,43,3
O=C(CN1CCN(c2ccc(F)cc2)CC1)c1cccs1,-15,0,-2,-22,-2,7,-14,-2.7,15,4
NC(=O)c1c(NC(=O)CSc2nnc(-c3ccccc3)n2CC2CCCO2)sc2c1CCC2 (stereo unspecified),nt,1,7,27,nt,-5,-7,1.5,nt,-6
O=C(NCCc1ccccc1)c1cccc(NC(=O)C2CC2)c1,3,nt,-9,-1,2,-4,9,0.2,-3,61
Cn1ncc2c(NNC(=O)C3CCCCC3)ncnc21,-37,-2,1,nt,-3,-4,-1,-1.8,37,-4
O=C(COC(=O)c1cccc([N+](=O)[O-])c1)NCc1ccc2c(c1)OCO2,-24,-1,-2,26,4,-3,-10,-1.2,24,-8
O=C(Nc1nc2ccccc2s1)c1cccc(S(=O)(=O)N2CCc3ccccc32)c1,68,-1,-5,6,0,34*,-10,-2.8,-68,-4
Cc1ccc(S(=O)(=O)NC(CCC(N)=O)C(=O)NCc2ccc3c(c2)OCO3)c(C)c1 (stereo unspecified),-28,-2,-2,-9,-3,-1,-22,-0.5,28,8
C[C@H](NC(=O)c1cc2cc(Cl)ccc2n1C)C(=O)N[C@@H](Cc1ccccc1)C(=O)O,27,-4,-9,3,-4,-1,4,-1.0,-27,-6
O=C(CCN1CCCO1)N1CCCC(N2CCN(c3cccc(C(F)(F)F)c3)CC2)C1 (stereo unspecified),14,1,17,2,-2,-7,1,-1.5,-14,6
Cc1ccc2c(c1)N(CC(=O)NCC(C)c1ccccc1)C(=O)c1cccnc1O2 (stereo unspecified),22,nt,-9,0,-4,-4,-10,-0.2,-22,7
CCn1c(=NC(=O)CSCC(=O)Nc2nccs2)sc2ccccc21,8,nt,-7,9,-4,-2,-23,0.6,-8,-10
Cc1cc(=O)oc2cc(NC(=O)c3cccc(Br)c3)ccc12,nt,-2,-3,-23,-4,-2,-13,1.9,nt,14
Cc1ccc2c(CSc3nncn3C)cc(=O)oc2c1C,-8,-2,26,7,-1,-9,1,-0.3,8,1
COc1ccc2c(c1)oc(=O)c1ccccc12,-36,nt,-7,-7,-5,-29,-5,-1.0,36,nt
COc1ccc(CC(=O)N2N=C(c3ccncc3)CC2(O)C(F)(F)F)cc1 (stereo unspecified),-16,-2,-7,-13,-2,-2,-4,-1.7,16,-7
Oc1c(CN2CCOCC2)cc(-c2ccccc2)cc1CN1CCOCC1,-43,4,7,nt,0,-2,-13,-0.5,43,nt
CCOC(=O)c1ccc(N=c2ssnc2Cl)cc1,-11,-3,1,11,-2,5,3,-0.6,11,1
Cc1cc(C)c(C)c(S(=O)(=O)NCC(=O)NCC2CCCCC2)c1C,nt,1,8,-5,nt,-10,-1,-0.1,nt,-12
O=[N+]([O-])c1ccc(N2CCN(Cc3ccccc3)CC2)s1,-24,2,?,12,-2,-10,8,-1.0,24,9
Cc1nn2cnnc2c(C)c1Cc1ccc(Cl)cc1,-6,-2,6,-11,-5,0,4,-1.1,6,-5
COC(=O)CSc1nnc(CNC(=O)c2cccs2)n1-c1cc(OC)ccc1OC,-6,-8,-4,-2,-1,0,3,nt,6,5
NC(=O)C1CCN(CCC(=O)Nc2ccc(F)c(F)c2)CC1,-3,-2,-3,12,nt,0,-7,-1.3,3,-4
COc1ccc(C2=NS(=O)(=O)N(C)C(C(=O)N3CCC(C(N)=O)CC3)=C2)cc1,-37,nt,1,7,nt,-11,-3,-0.7,37,11
Cc1cc2[nH]ncc2cc1NC(=S)NC(=O)c1ccccc1,9,-5,-3,nt,-3,-7,-16,-3.2,-9,nt
c1ccc(Nc2nc(-c3ccncc3)nc3ccccc23)cc1,52,-2,3,-39,nt,-12,-3,-1.7,-52,5
O=C(N/N=C/c1cccnc1)c1cccc(Cl)c1,-25,35,1,3,-7,-9,-4,-0.1,25,4
CCCn1c(NC(=O)c2cccc(C)c2C)nc2ccccc21,32,-4,-29,-32,-2,-8,-9,-1.7,-32,-9
COc1ccc(Nc2nnc(SCC(=O)NC3CC3)s2)cc1,-2,7,-4,-8,-1,3,-10,-0.2,2,12
O=C1CC(N2CCN(c3ccccc3)CC2)C(=O)N1CCc1ccccc1 (stereo unspecified),-27,-2,7,nt,nt,-4,5,-0.9,27,-7
CC(=O)c1cccc(-c2ccc(CN3C(CC(C)C)C(=O)N(Cc4cn(CC5CCCCC5)nn4)CCS3(=O)=O)cc2)c1 (stereo unspecified),49,nt,4,22,-2,-20,-4,-0.5,-49,-2
CCCCOC(=O)Nc1nnc(-c2ccccc2OC)s1,-7,-2,-12,-7,-2,-2,-18,-0.7,7,-5
COc1ccc(N2CCN(C(=O)c3ccc4[nH]c(C)c(C)c4c3)CC2)cc1,21,21,12,1,1,-4,-4,-1.5,-21,8
CC(C)CNS(=O)(=O)c1cc(C(=O)OCC(=O)N(C)C2CCS(=O)(=O)C2)c(Cl)cc1Cl (stereo unspecified),nt,-3,3,-22,0,-4,-11,-1.6,nt,-1
O=C(NCc1cccs1)c1cc2ccccc2o1,15,-4,-1,14,-5,1,-6,-2.1,-15,20
Cc1nnc(SCc2nnc(-c3cccs3)o2)n1Cc1ccccc1,5,0,-11,-18,4,-5,-8,-1.2,-5,-6
N#Cc1ccc(-c2csc(NC(=O)C3CC3)n2)cc1,1,nt,17,3,nt,-16,11,-1.7,-1,28
O=C(CSc1ccccn1)NCc1ccc2c(c1)OCO2,-4,14,-3,-13,-1,-2,-12,-1.0,4,17
CCOc1ccc(NS(=O)(=O)c2ccc(NC(=S)NC(=O)CC(C)C)cc2)cc1,30,-1,21,-4,-3,1,7,nt,-30,-1
COc1ccc(NC(=O)c2ccccc2C)cc1,10,-2,-4,32,5,1,3,-0.8,-10,64
CCOc1ccc2nc(NC(=O)CSCC(=O)Nc3cc(C)on3)sc2c1,-2,0,1,-26,-5,-7,-10,0.6,2,104*
COc1ccc(CNC(=O)Cn2cccc2C(=O)c2ccccc2C)cc1,-2,1,2,4,-5,-5,15,-0.6,2,67
CNc1nc(-c2ccccn2)nnc1-c1ccccc1,16,1,-1,12,0,-6,-3,-1.9,-16,-3

Other entries follow.
Molecule,SR-BI DiI inh,NSD2 inh,Rtt109 HAT inh,PfHsp90 yeast 2,CAL PDZ FP-1,dFosB activator,PvdQ acylase,CAL PDZ FP-2,SR-BI uptake up,MITF act
CC(=O)SCC(C)C(=O)NCc1ccccc1 (stereo unspecified),-26,-4,5,-4,-5,-10,2,-3.0,26,6
COc1ccccc1OCC(=O)N/N=C1/C=C(C)CC1,-10,-1,-3,-31,-5,0,-15,-0.1,10,1
Cn1cnnc1SC1c2cccc3cccc(c23)C1NS(=O)(=O)c1ccccc1 (stereo unspecified),-13,-1,-7,-6,0,-11,-12,-1.0,13,4
CCOc1ccccc1OCCCC(=O)Nc1nc2ccccc2[nH]1,13,nt,-11,-20,2,-7,-7,-1.3,-13,5
CC(C)(C)NC1=CC(=O)OC12CCCCC2,-15,2,5,12,nt,3,-5,-1.0,15,-10
Cc1cccc(-n2c(Cc3cc(=O)[nH]c(=O)[nH]3)nnc2SCC(=O)N2CCc3ccccc32)c1,-11,2,-3,13,-4,38*,11,-1.1,11,-3
CCOc1ncccc1C(=O)N1CCN(c2cc(Cl)ccc2C)CC1,30,1,6,-3,-5,0,-14,nt,-30,-17
COc1ccc(-c2ncncc2-c2csc(C)n2)c(O)c1OC,-6,-2,-16,-7,-9,4,-2,0.2,6,-6
CCc1ccc(Nc2n[n+](-c3ccccc3)c(-c3ccc(OC)c(Br)c3)s2)cc1,22,nt,7,-16,-6,-3,-3,-0.1,-22,5
O=C(NCc1ccccc1Cl)C1CCC(=O)N(C2CC2)C1 (stereo unspecified),-11,-3,-1,11,-4,3,-9,-1.1,11,4
CCOC(=O)c1c(/N=C/C2C(=O)CC(C)(C)CC2=O)sc(C)c1C,-26,3,2,-27,-4,2,-13,0.1,26,1
CCOc1ccc2[nH]c(=O)c(CN(Cc3cccs3)Cc3nnnn3C(C)(C)CC)cc2c1,-16,0,7,-17,-1,-8,-3,0.0,16,1
CCOc1ccc(S(=O)(=O)N2CCN(Cc3ccco3)CC2)cc1,-9,3,-8,-3,-6,-13,-7,-0.1,9,-13
CCOC(=O)C1CCCN(C(=O)c2ccc(S(=O)(=O)Nc3ccccc3OC)cc2)C1 (stereo unspecified),nt,54*,0,6,-3,4,-4,0.2,nt,-16
Cc1ccnc(NS(=O)(=O)c2ccc(NC(=O)c3oc4ccc(F)cc4c3C)cc2)n1,-9,-1,12,27,2,-3,-10,-1.6,nt,-4
CCOC(=O)c1cccc(NC(=O)c2ccc(NC(=O)C3CCCO3)cc2)c1 (stereo unspecified),nt,4,1,2,0,-20,-5,-1.7,nt,0
